Bioassay records as filed in PubChem BioAssay.
PhoP inhibition: inhibitors of PhoP regulon expression, primary screen, Salmonella Typhimurium, GFP reporter (AID 1863) | S. Typhimurium PhoP-regulated promoter GFP reporter, 4 h; higher % means a stronger effect | inhibition, % at 50 µM; hits with a dose series show IC50 in µM | hit rate 0.16% among 300,000;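 active means inhibition over 29.93%, a cutoff 3 SD above the screen mean, later confirmed by dose response; inconclusive means inhibition over 29.93% but no dose response follow-up; inactive means inhibition at most 29.93% or unconfirmed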;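 further: 0% = low Mg2+ inducing control and 100% = high Mg2+ repressing control; strong numbers were not always called active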
MT stabilizer: microtubule stabilization, imaging screen. HeLa tubulin immunostaining HCS, 24 h; share of cells brighter than vehicle mean+2SD. % tubulin-high responders, % at 10 µM. hit rate 0.83% among 200,000. AID 2205;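 active means plate Z-score above 3 for both tubulin-high and condensed-nucleus cell shares, with cell loss under 80%, at 10 µM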;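 further: anti alpha tubulin signal scored within the nucleus-defined area of each cell; some results filed as inactive read as strong as hits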
Hep lipid drop: modulators of hepatic lipid droplet formation | AML12 mouse hepatocytes, oleate lipid droplets, BODIPY imaging | inhibition, % at 6.5 µM | hit rate 0.4% among 240,000 | AID 1656;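 active means lipid droplet intensity inhibited by at least 50%, with more than 500 cells counted; inconclusive means wells with under 300 cells, treated as cytotoxic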
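Assay system: AML12 mouse liver cells | Compound dosing: One dose, 6.5 µM compound | Read-out basis: Droplet intensity reduction, % inhibition | Measured by: Fluorescence imaging, 20x objective, two fields per well | Schedule: Overnight treatment with compound plus oleate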
ER stress rescue: rescue of cells from ER stress-induced death, primary screen, 384-well, CSM14.1, thapsigargin, ATP luminescence (AID 1222) | 190,000 tested, under 10 active | cellular ATP content (survival), % at 20 µM; hits with a dose series show EC50 in µM | CSM14.1 thapsigargin-induced death rescue, ATP luminescence; higher % means a stronger effect;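 active means EC50 below 50 µM in the dose-response confirmation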;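 further: death triggered by thapsigargin at about 15 µM added after 2 h compound pretreatment; cell ATP read after overnight thapsigargin exposure of roughly 18 to 22 hours; normalized against plate controls of thapsigargin alone and 5% DMSO vehicle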
T cell HTS: modulates CD8 T cell binding to vesicles; hit rate 0.068% among 330,000; AID 2052; 2C CD8+ T cell-vesicle binding, flow cytometry; hits give low values; calls only at 7 µM;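 active means response, share of CD8 T cells binding vesicles, and their 90th percentile fluorescence all below set limits, cut at about 80% in these data, passing the limit was not always enough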
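System: murine 2C transgenic CD8+ T lymphocytes; also added: QL9-loaded Drosophila micro-vesicles; times: binding 1.5 h at 37 °C; measured by: flow cytometry, PE anti-B7-1 (FL2) versus Alexa647 anti-CD8 (FL8), PFA-fixed; control set: Peptide-free naked vesicles (low) and QL9 vesicles with 0.7% DMSO vehicle (high)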
b-catenin transl: alters nuclear translocation of beta-catenin in HeLa cells. hit rate 0.3% among 190,000. AID 1665. immunofluorescence imaging. nuclear translocation activity, % at 5 µM;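 active means nuclear translocation activity above 50% at 5 µM, with a well cell count of 50 or more; inconclusive means wells under 50 cells across six images, flagged as toxic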;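 further: per-cell ratio of nuclear to cytoplasmic median beta-catenin stain intensity; plate controls were DMSO negative control for no effect and GSK-3 inhibitor IX positive control for full effect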
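System: HeLa cells, endogenous beta-catenin; compound dosing: 5 µM primary single dose, 0.1% DMSO, 0.02–20 µM confirmation series; incubation: 24 h compound exposure at 37°C, 5% CO2; signal: beta-catenin immunofluorescence imaging with DAPI; evaluation: % activation, nuclear-to-cytoplasmic median beta-catenin signal ratio per cell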
Dynein transport: dynein cargo transport inhibition; 3617.4 mouse cells, GR-EGFP nuclear translocation imaging; test concentration mostly 20 µM; stimulated with dexamethasone, 1 µM; hits give low values; z-score, hits read low; hit rate 0.47% among 220,000; AID 1381;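 active means plate z-score of nuclear minus cytoplasmic receptor signal below a set negative limit, without overly bright fluorescence or cell loss, cut at about -3.5 in these data, passing the limit was not always enough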;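 further: z-score of nuclear minus cytoplasmic ring GR-EGFP intensity difference per well; some compounds called inactive have numbers as strong as hits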
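Buffer or medium: tet-free, stripped-serum medium; reagent: dexamethasone at 1.0 µM final, 30 min; incubation: 48 h induction, 1 h compound, 30 min dex at 37 °C; measured by: formaldehyde fixation, Hoechst nuclear stain, 10x automated fluorescence imaging; read-out: nuclear-to-cytoplasmic GR-EGFP distribution per well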
Ins promoter up: MIN6 insulin promoter up-regulation; MIN6 insulin promoter-GFP reporter, high-content imaging; hits give high values; hit rate 0.3% among 190,000; z-score at 5 µM;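 active means z-score above 3 at 5 µM with at least 500 cells counted in the well; inconclusive means wells under 500 cells, flagged as cytotoxic or low count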
Autophagy HCS: modulators of autophagy; MEF GFP-LC3 puncta imaging; test concentration mostly 10 µM; calls only at 10 µM (by protocol); hit rate 0.98% among 190,000;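 active means percentage of spot-positive cells more than 3 SD above its plate mean, without a fluorescence outlier flag or 80% toxicity; inconclusive means no clear call, values can overlap the other calls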;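 further: spot-positive cell cutoff set from DMSO-treated cells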
Dynein transport cytoplasmic EGFP: also measured in Dynein transport; calls as there; z-score; measured here: cytoplasmic GR-EGFP intensity; hits give high values
Dynein transport nuclear GR-EGFP: further read-out of Dynein transport, marked with its call; z-score; measured here: nuclear GR-EGFP intensity;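 lower value marks the stronger effect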
Dynein transport cell count: recorded beside Dynein transport, whose call it bears; z-score; measured here: cell count per field
Ins promoter up cell count: further read-out of Ins promoter up, marked with its call; cell count; measured here: cytotoxicity, nuclei count;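 total cells summed across four imaged fields per well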
Hep lipid drop cells 6.5 µM: second read-out of Hep lipid drop, no call of its own (marks repeat the call); cell count; measured here: cell count, cytotoxicity flag;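 cells counted across two imaged fields per well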
b-catenin transl cell count 5 µM: also measured in b-catenin transl; calls as there; cell count; measured here: cell count, cytotoxicity flag
T cell HTS vesicle-bound %: further read-out of T cell HTS, marked with its call; double positive events, %; measured here: CD8+ vesicle-bound cell fraction;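 binding gate set so that unloaded-vesicle control wells show 10% double positive cells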
MT stabilizer Hoechst-high %: second read-out of MT stabilizer, no call of its own (marks repeat the call); % Hoechst-high responders; measured here: nuclear condensation Hoechst responders;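 share of cells brighter than vehicle mean plus two SD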
MT stabilizer cytotoxicity %: second read-out of MT stabilizer, no call of its own (marks repeat the call); toxicity, %; measured here: cytotoxicity by cell density;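 0% = mean cell density of plate MIN control wells and 100% = no cells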
Autophagy HCS cell loss 18 h: recorded beside Autophagy HCS, whose call it bears; toxicity, %; measured here: cell loss, nuclei count;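 cell loss after 18 h compound exposure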
* hit, by the source's call; i = inactive; u = inconclusive; x = no result given.

SMILES | PhoP inhibition | MT stabilizer | MT stabilizer Hoechst-high % | MT stabilizer cytotoxicity % | Hep lipid drop | Hep lipid drop cells 6.5 µM | ER stress rescue | T cell HTS | T cell HTS vesicle-bound % | b-catenin transl | b-catenin transl cell count 5 µM | Dynein transport | Dynein transport cytoplasmic EGFP | Dynein transport nuclear GR-EGFP | Dynein transport cell count | Ins promoter up | Ins promoter up cell count | Autophagy HCS | Autophagy HCS cell loss 18 h
CCS(=O)(=O)N1CCc2cc(OC)c(OC)cc2C1 | 12.6% | 3.3 | 1.5 | 1.4 | -8.8 | 742 | -0.8% | i | 17.7 | -2.3 | 564 | -1.34 | 0.376 | -0.645 | 0.685 | x | x | i | 0.9
O=C1N(Cc2cccnc2)C[C@@H]2C[C@@H](c3cccc(OCc4ccccc4)c3)N3CCC[C@@]123 | -11.8% | 2.6 | 2.0 | 3.2 | -17.1 | 665 | 5.8% | i | 54.4 | 0.5 | 1169 | -1 | -0.249 | -0.375 | 0.789 | 0.32 | 1424 | i | 8.0
Cc1cc(C)c(NC(=S)NC(=O)c2c(Cl)c(C)nn2C)c([N+](=O)[O-])c1 | 10.7% | 4.9 | 2.2 | 11.3 | -0.8 | 667 | -0.9% | i | 25.6 | -1.3 | 579 | 0.664 | 0.176 | 0.0724 | -0.33 | u | x | i | -4.1
Cc1ccc(OCCn2c(=O)cnc3ccccc32)cc1 | -2.1% | 3.9 | 2.2 | 2.5 | 2.3 | 727 | -2.4% | i | 43.4 | 0.8 | 1114 | 2.02 | 0.359 | 1.7 | -2.38 | x | x | i | 31.1
O=C(NCCN1CCOCC1)Nc1ccc(Cl)cc1 | 1.8% | 2.8 | 2.4 | 2.9 | 14.2 | 695 | -1.8% | i | 39.8 | x | x | 0.421 | -0.233 | 0.323 | -0.614 | 0.12 | 1263 | i | 1.8
O=c1c2ccccc2nnn1Cc1nnc(-c2ccccc2Br)o1 | 6.6% | 2.9 | 2.2 | 10.5 | x | x | 0.0% | i | 2.8 | -1.9 | 837 | -1.2 | -0.0645 | -0.405 | 0.32 | 1.74 | 1448 | i | -0.4
CCOC(=O)c1ccccc1N/C=C/C(=O)c1cccs1 | -8.1% | 5.1 | 3.6 | 5.9 | -3.8 | 725 | 0.6% | i | 16.2 | -1.5 | 1020 | 0.187 | -0.25 | 0.279 | 0.485 | 0.75 | 1458 | i | 19.9
Cn1c(=O)c2c(nc(SCC(=O)NCc3ccc4c(c3)OCO4)n2Cc2ccc(Cl)cc2)n(C)c1=O | 0.9% | 3.3 | 1.2 | 6.6 | -19.7 | 756 | 1.5% | i | 31.5 | -1.8 | 994 | -0.33 | -0.232 | -0.342 | 1.08 | -0.72 | 1198 | i | -9.0
O=C(Nc1ccc(-n2ccnc2P(=O)(O)c2ccccc2)cc1)c1ccccc1Br | 5.2% | 3.0 | 1.3 | 7.1 | 0.8 | 681 | -4.0% | i | 1.4 | -1.5 | 1098 | 0.0764 | 5.5 | 1.83 | -2.06 | -0.18 | 826 | i | 30.9
CCOC(=O)c1ccc(NC(=O)C2CC2)cc1 | -1.6% | 1.9 | 1.6 | 0.9 | x | x | 0.4% | i | 17.2 | -7.6 | 1004 | 0.0995 | -0.185 | -0.14 | -0.195 | -4.4 | 1065 | i | 19.2
CC(=O)Nc1sc(NC(=O)c2ccc(C)cc2)nc1-c1cccs1 | -2.9% | 2.6 | 1.4 | 2.8 | -0.4 | 684 | -2.2% | i | 14.0 | -1.5 | 1150 | -1.55 | -0.202 | -0.715 | 1.32 | 0.25 | 1224 | i | -0.5
COc1cc(-c2cc(C(=O)Nc3nc4ccccc4s3)c3ccccc3n2)cc(OC)c1OC | 1.6% | 4.2 | 2.6 | 2.3 | 8.8 | 570 | -1.3% | i | 46.6 | -2.0 | 988 | -0.343 | -0.308 | -0.496 | -0.153 | 0 | 1136 | i | -1.8
CN(Cc1cnn(C)c1)S(=O)(=O)c1cccc([N+](=O)[O-])c1 | -2.4% | 5.1 | 2.2 | 8.7 | 8.6 | 684 | -0.5% | i | 56.1 | -0.3 | 1524 | -0.00604 | -0.217 | -0.0295 | 0.197 | 0.52 | 1403 | i | 6.2
C=CCSC1=NC(N)=C(C#N)C2(CCCCC2)C1C(N)=O (stereo unspecified) | -1.3% | 5.1 | 1.8 | 2.5 | x | x | 0.7% | i | 34.9 | -2.9 | 749 | -0.384 | -0.11 | 0.0329 | -0.7 | -0.49 | 1545 | i | 4.4
O=C(CNC(=O)c1ccccc1F)OCC(=O)N1CCCc2ccccc21 | -0.5% | 4.7 | 2.7 | 6.6 | -19.3 | 734 | -1.3% | i | 15.4 | -0.5 | 1094 | 0.604 | -0.264 | 0.127 | 0.066 | 0.49 | 1584 | i | 3.6
CCc1cccc(CC)c1NC(=O)CO/N=C(\N)CC(=O)NC1CCCCC1 | 3.5% | 3.5 | 2.2 | 2.9 | -6.8 | 660 | 0.8% | i | 24.5 | -2.3 | 1098 | -0.731 | -0.354 | -0.765 | 0.802 | x | x | i | 0.3
COc1ccc(/C(N)=N/OC(=O)CN(C)S(=O)(=O)c2ccccc2)cc1 | -3.7% | 0.9 | 2.7 | 8.0 | -14.2 | 710 | -1.3% | x | x | -1.8 | 989 | 0.0222 | -0.239 | 0.106 | 0.19 | -0.36 | 1612 | i | 15.9
O=C(NCCc1ccccc1)c1ccc(-c2ccccc2Cl)o1 | -5.4% | 3.8 | 3.4 | 0.8 | 1.6 | 707 | -2.4% | i | 36.0 | x | x | 0.192 | -0.279 | 0.423 | 0.213 | 0.57 | 1303 | i | -2.3
Cc1cc(C(=O)O)c(CSc2ncn[nH]2)o1 | -5.9% | 5.1 | 2.3 | 8.9 | -4.3 | 694 | 0.7% | i | 51.6 | -1.0 | 1044 | -0.384 | -0.252 | -0.373 | 0.202 | -0.55 | 1361 | i | 0.5
C/C(CC(=O)Nc1cc(C)cc(C)c1)=N\NC(=O)c1ccccn1 | 6.9% | 2.8 | 1.5 | 2.2 | -7.0 | 605 | -2.7% | i | 52.5 | -1.7 | 1087 | 0.828 | -0.232 | 1.3 | -0.872 | -0.44 | 1455 | i | 24.2
Cc1ccc(N=Cc2cc(Cc3ccccc3Cl)cc([N+](=O)[O-])c2O)c(O)c1 | -2.2% | 2.7 | 2.3 | 7.8 | -19.1 | 649 | -0.9% | i | 52.1 | 0.3 | 1051 | 0.956 | -0.203 | 0.792 | -0.543 | -0.49 | 1098 | i | 4.2
COc1ccc(N2CCN(C(=O)c3ccc(Br)cc3)CC2)c([N+](=O)[O-])c1 | -4.5% | 1.0 | 1.0 | 1.0 | 14.0 | 653 | -0.3% | i | 32.9 | -6.0 | 1104 | -0.844 | -0.165 | -0.0298 | -0.166 | -0.21 | 1580 | i | 15.3
O=C(O)CCn1cnc2ccccc2c1=O | 1.6% | 5.5 | 2.5 | 2.5 | 13.0 | 749 | -0.4% | i | 53.3 | 0.0 | 1186 | 1.1 | -0.263 | 1.06 | -1.53 | 1.15 | 1273 | i | 2.9
CCOc1ccc2nc(NC(=O)c3cccc(-c4cc5ccccc5oc4=O)c3)sc2c1 | 27.9% | 14.5 | 6.9 | 14.3 | 8.5 | 711 | -2.5% | i | 41.8 | 1.0 | 1036 | 0.453 | 0.124 | 0.496 | -1.25 | -0.37 | 1422 | i | 22.5
CC1=C(C(=O)Nc2ccc(Br)cc2)C(c2ccco2)NC(=O)N1 (stereo unspecified) | 12.0% | 0.6 | 1.7 | 21.6 | 0.3 | 751 | 0.2% | i | 9.7 | x | x | 0.752 | -0.237 | 0.232 | -0.0991 | 0.77 | 799 | i | 6.9
O=C(NCCSCc1ccc(Cl)cc1Cl)c1ccc(CN2CCOCC2)cc1 | 0.3% | 1.7 | 1.0 | 7.6 | x | x | 1.7% | i | 56.4 | 0.7 | 907 | -0.266 | -0.226 | -0.534 | 0.32 | -1.73 | 719 | i | 4.4
Cc1occc1-c1nnc(SCC(=O)N2CCc3ccccc32)o1 | -9.1% | 3.3 | 2.4 | 4.7 | -5.2 | 721 | -2.2% | i | 10.4 | x | x | -4.01* | 0.396* | -1.81* | 0.273* | 0.2 | 1237 | i | -5.5
